bovine MsrA act: bovine methionine sulfoxide reductase A activation; purified bovine MsrA, absorbance read-out; activation, % at 10.6 µM; actives 0.3% (n = 360,000); in the data active means activation above about 7.5%;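 further: 0% = vehicle and 100% = reference activator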
MT1-MMP act inh: blocks activation of human MT1-MMP. P50281. HT1080 RFP-PRO-GFP cells, GFP/RFP ratio fluorescence, overnight; percent of plate control window, DMSO zero. GFP/RFP ratio change, % at 20 µM. actives 0.061% (n = 360,000). AID 651647;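 active means GFP/RFP ratio change of at least 30% with cell ATP level not reduced by more than half and red fluorescence within 50% of control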; further: strong numbers were not always called active
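Compound: 20 µM single dose, 1% DMSO / System: HT1080 RFP-PRO-GFP cells / Controls: DMSO and RFP-L50D-GFP cell wells / Read-out basis: GFP/RFP fluorescence ratio / Schedule: overnight compound exposure at 37 °C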
Rin1-Abl PPI inh: inhibitors of human Rin1-Abl protein interaction. inhibition, % at 7.35 µM. actives 0.4% (n = 360,000). P00519+Q13671. TR-FRET Rin1/Abl binding, biochemical. AID 588664; in the data active means inhibition above about 5%, passing the limit was not always enough
MLLE-PAM2 inh: blocks PAM2 peptide binding to the PABP1 MLLE domain; GST-MLLE / FITC-PAM2 fluorescence polarization; inhibition, % at 20 µM; actives 0.36% (n = 360,000); AID 588489; in the data active means inhibition above about 35%, passing the limit was not always enough;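 further: plate controls were DMSO wells with GST-MLLE for no effect and wells lacking GST-MLLE protein for full effect; some results filed as inactive read as strong as hits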
MsrA inhibitor: inhibits bovine methionine sulfoxide reductase A; purified bovine MsrA, absorbance read-out; inhibition, % at 15.5 µM; actives 0.75% (n = 360,000); in the data active means inhibition above about 4.5%;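 further: 0% = vehicle wells with enzyme and 100% = reference inhibitor wells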
Rpn11 block: inhibitors of human proteasome Rpn11 | O00487 | human 26S proteasome, Ub4-pepOG fluorescence polarization; 20S core pre-blocked with epoxomicin | calls only at 20 µM | actives 0.59% (n = 360,000) | AID 588493;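 active means inhibition at 20 µM, scaled to each plate's controls, above about 33%, limit read from the data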
FAS-TE inh: blocks the thioesterase domain of human fatty acid synthase. actives 0.67% (n = 360,000). P49327. inhibition, % at 15 µM. AID 602261. recombinant FAS-TE, OMFH fluorogenic substrate, fluorescence endpoint;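 active means compounds whose normalised, plate-corrected inhibition of enzyme fluorescence in the single-dose primary screen is 50% or more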;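 further: 0% = DMSO with enzyme and 100% = substrate without enzyme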
E coli Lon inh: E. coli protease La inhibition; P0A9M0; purified E. coli Lon protease, fluorescence polarization; inhibition, % at 7.94 µM; actives 0.42% (n = 360,000); in the data active means inhibition above about 13%, passing the limit was not always enough;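 further: 0% = enzyme with probe and DMSO and 100% = no enzyme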
Target sequence (P0A9M0 whole entry, looked up): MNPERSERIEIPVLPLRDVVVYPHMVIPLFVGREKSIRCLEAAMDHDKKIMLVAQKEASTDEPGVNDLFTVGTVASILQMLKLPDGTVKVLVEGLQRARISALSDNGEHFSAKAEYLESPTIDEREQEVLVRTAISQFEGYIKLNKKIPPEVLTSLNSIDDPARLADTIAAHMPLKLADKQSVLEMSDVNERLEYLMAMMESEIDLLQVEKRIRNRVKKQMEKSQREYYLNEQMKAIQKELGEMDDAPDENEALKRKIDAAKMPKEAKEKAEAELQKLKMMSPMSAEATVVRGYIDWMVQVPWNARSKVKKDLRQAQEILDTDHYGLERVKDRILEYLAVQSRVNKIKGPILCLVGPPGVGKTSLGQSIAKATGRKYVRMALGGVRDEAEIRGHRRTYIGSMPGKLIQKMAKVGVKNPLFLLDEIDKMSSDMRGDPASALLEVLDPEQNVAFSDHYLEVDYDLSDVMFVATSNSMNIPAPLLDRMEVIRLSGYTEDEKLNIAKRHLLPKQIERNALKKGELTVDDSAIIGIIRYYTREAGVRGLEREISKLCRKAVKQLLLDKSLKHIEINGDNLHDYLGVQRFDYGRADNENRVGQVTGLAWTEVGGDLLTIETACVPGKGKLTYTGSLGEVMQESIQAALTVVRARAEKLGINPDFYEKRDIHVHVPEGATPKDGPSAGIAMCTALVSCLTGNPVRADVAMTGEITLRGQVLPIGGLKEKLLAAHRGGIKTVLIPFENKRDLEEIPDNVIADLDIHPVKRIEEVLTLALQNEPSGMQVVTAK
CSN deneddyl inh: blocks human CSN-mediated cullin deneddylation | inhibition, % at 12.5 µM | actives 0.38% (n = 360,000) | Purified CSN, SCF-Nedd8-OG deneddylation, fluorescence polarization | AID 651999;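 active means pattern-corrected inhibition above about 35%, with an unprinted fluorescence ratio check between 0.5 and 1.5, limit read from the data, passing the limit was not always enough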;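 further: 0% = enzyme with substrate and 100% = substrate without enzyme; some results filed as inactive read as strong as hits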
Target sequence (Q92905 whole entry, looked up, one chain of several): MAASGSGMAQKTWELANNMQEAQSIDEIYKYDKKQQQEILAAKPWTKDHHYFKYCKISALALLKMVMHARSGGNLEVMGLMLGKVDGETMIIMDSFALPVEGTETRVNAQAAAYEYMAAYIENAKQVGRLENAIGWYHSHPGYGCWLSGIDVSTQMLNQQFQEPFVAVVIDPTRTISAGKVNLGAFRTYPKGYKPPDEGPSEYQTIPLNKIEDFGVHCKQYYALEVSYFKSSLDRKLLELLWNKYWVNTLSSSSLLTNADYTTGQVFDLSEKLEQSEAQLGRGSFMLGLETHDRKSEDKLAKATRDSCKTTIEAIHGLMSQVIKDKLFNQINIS
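Assay system: HEK293T-derived human Csn5 enzyme; quantity: 0.24 nM enzyme; medium: Tris/NaCl/DTT buffer, pH 7.5; also added: substrate SCFSkp2-Nedd8OG, 10 nM; doses: 12.5 µM compound; schedule: 90 min reaction at room temperature; signal: FP; read-out: % inhibition of substrate cleavage by Csn5; benchmarks: substrate-only high control, full reaction low control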
* marks the source's active call; other numbers are inactive results; i = inactive. Compounds as they come (roughly 3.7% active in at least one column).

Compound,MT1-MMP act inh,E coli Lon inh,Rin1-Abl PPI inh,Rpn11 block,CSN deneddyl inh,MsrA inhibitor,FAS-TE inh,bovine MsrA act,MLLE-PAM2 inh
COc1cccc(C(=O)Oc2cc(C)[nH]c(=O)c2[N+](=O)[O-])c1OC,2,-5,1,i,-2,0.7,-7,-2,-9
CSc1ccc(/C=C2\C(=N)N3N=C(CC(=O)N4CCOCC4)SC3=NC2=O)cc1,1,-16,1,i,3,-0.1,-5,-13,-2
C[C@@H]1CCCCO[C@H](CN(C)C(=O)Nc2ccccc2)[C@@H](C)CN([C@H](C)CO)C(=O)c2cc(NS(=O)(=O)c3cn(C)cn3)ccc2O1,1,-9,-3,i,0,-1.1,-7,-5,5
Cc1cccc(-c2noc(-c3ccc(Cl)cc3[N+](=O)[O-])n2)c1,-2,-5,3,i,-13,0.3,14,-12,8
Clc1ccc(N2COC3c4cccc5cccc(c45)C32)cc1 (configuration not stated),-2,-1,-4,i,-1,-1.6,28,0,7
N#Cc1ccc(C2=NC(C(F)(F)F)(C(F)(F)F)c3c(n(Cc4ccco4)c(=O)[nH]c3=O)N2)cc1,-3,1,-2,i,-1,0.6,2,-5,19
CN(C)Cc1c(C(=O)N/N=C/c2ccncc2)nnn1-c1nonc1N,2,-13,-2,i,0,-1.4,-4,-2,-3
COCCN=c1scc(-c2cc(OC)ccc2OC)n1/N=C/c1c[nH]c2ccccc12,-2,-6,1,i,-6,1.6,21,-5,8
Cc1cc(Nc2ccc(C)c(C)c2)n2ncnc2n1,5,-9,-3,i,-9,0.8,-7,-7,-4
CCO[C@H]1OC(C(=O)N2CCN(Cc3ccc4c(c3)OCO4)CC2)=C[C@@H](C2CC2)[C@@H]1CCCO,-3,-5,2,i,0,-0.4,-18,-2,-9
CN(c1ccccc1C(=O)Nc1cccc(Br)c1)S(=O)(=O)c1ccccc1,0,-4,5,i,-5,0.6,18,-4,7
O=C(Nc1cc(C(F)(F)F)ccc1N1CCOCC1)c1cccnc1Cl,2,5,2,i,-3,-0.1,-4,-4,8
Cc1ccc(-c2c[n+](CC(=O)Nc3ccccc3)c3n2CCC3)cc1,1,0,1,i,0,-0.8,-3,-3,12
CN(C)CCCN1c2ccc3ccccc3c2Sc2cccc(Cl)c21,-1,-14,-3,i,3,-0.1,3,-5,14
COc1ccc(NCc2nnc(SCC(=O)Nc3cccc(C)c3)o2)cc1,-1,2,3,i,1,0.9,-23,0,24
Cc1cccc(/C=N\NC(=O)c2ccccc2-n2cccc2)c1,-3,-3,3,i,1,0.7,3,-7,1
Cc1cc(C)c2cc(C#N)c(N3CCCC3)nc2c1,-3,-12,-9,i,4,1.3,4,2,-8
Clc1cccc(Cl)c1COc1ccccc1CNn1cnnc1,1,-2,4,i,0,1.1,-3,-4,8
CCOc1ccc(NC(=O)C(C)N2C(=O)c3ccccc3C2=O)cc1 (configuration not stated),3,12,0,i,3,-1.3,-5,-9,5
COc1ccc(NC(=O)O/N=C/c2ccccc2)cc1,1,1,2,i,-3,-1.2,2,-3,12
CCOC(=O)c1cn(Cc2ccccc2)nc1-c1ccccc1,4,4,0,i,-4,-0.2,14,-4,-5
CCCN1CCN(CCCNC(=O)C2CCCN(c3nnc(-n4cccc4)s3)C2)CC1 (configuration not stated),-4,-4,0,i,-2,0.2,-5,3,-10
COc1ccc(C2CC(c3ccc(OC)c(OC)c3)=NN2S(C)(=O)=O)cc1 (configuration not stated),-3,3,-2,i,2,0.2,0,-1,0
CN(C(=O)COC(=O)c1cc(S(=O)(=O)N(C)C)ccc1Cl)C1CCS(=O)(=O)C1 (configuration not stated),1,-5,0,i,2,0.1,-2,-1,-23
O=c1c2ccccc2cnn1CCOc1cccc(Br)c1,-2,-2,-2,i,-7,2.4,13,6,-8
COc1ccc(CN(CC(O)COc2cccc3[nH]cc(C)c23)C(C)(C)C)cc1 (configuration not stated),-3,-4,1,i,-4,-1.0,0,-1,12
CN(Cc1ccccc1)c1nc(-c2cccc([N+](=O)[O-])c2)nc2ccccc12,-1,-3,0,i,0,0.5,31,-3,-20
CC(C(=O)NCC1CCCO1)n1cccc1C(=O)c1ccccc1 (configuration not stated),5,-13,1,i,0,1.4,1,3,-1
O=C(CCn1nc(-c2ccccc2)c2ccccc2c1=O)N1CCN(c2ccccc2)CC1,6,6,0,i,2,1.9,11,2,1
CCCCn1c(N)c(N(CC)C(=O)c2cccc(OC)c2)c(=O)[nH]c1=O,1,-8,0,i,1,0.1,-4,-1,-3

Individual results from the entries so far.
Value for CN(Cc1ccccc1)c1nc(-c2cccc([N+](=O)[O-])c2)nc2ccccc12 under bovine MsrA act: -3
Value for Clc1cccc(Cl)c1COc1ccccc1CNn1cnnc1 under CSN deneddyl inh: 0
Value for COc1ccc(NC(=O)O/N=C/c2ccccc2)cc1 under MT1-MMP act inh: 1
Value for CC(C(=O)NCC1CCCO1)n1cccc1C(=O)c1ccccc1 (configuration not stated) under bovine MsrA act: 3
Value for COc1ccc(CN(CC(O)COc2cccc3[nH]cc(C)c23)C(C)(C)C)cc1 (configuration not stated) under MLLE-PAM2 inh: 12

Next results.
Compound,MT1-MMP act inh,E coli Lon inh,Rin1-Abl PPI inh,Rpn11 block,CSN deneddyl inh,MsrA inhibitor,FAS-TE inh,bovine MsrA act,MLLE-PAM2 inh
COc1cc(C(=O)c2ccccc2)c(OC)cc1C(=O)Nc1ccc(O)cc1,4,-4,-1,i,1,1.8,-5,-3,-14
CCOc1ccccc1NC(=O)C(OC(=O)c1ccccc1NS(=O)(=O)c1cccs1)c1ccccc1 (configuration not stated),4,1,0,i,-11,-0.8,25,-14,-6
COc1ccc(C(=O)Nc2ccc(Cn3ccnc3)cc2)cc1OC,1,-4,0,i,-2,-1.0,-7,-3,-12
COCCNC(=O)C1(C)CCCN(C(=O)CCc2ccccc2)C1 (configuration not stated),-3,-3,-1,i,2,-0.9,-6,-5,-6
CCOc1ccc(/C=N/NC(=O)CN2CCSCC2)cc1,1,6,0,i,-3,-0.2,-11,-11,0
O=C1/C(=C\c2ccccc2)CN(C(=O)CCN2CCCCC2)C/C1=C/c1ccccc1,6,-6,1,i,2,2.6,-6,-2,-13
O=C(NCCCN1CCCC1=O)c1ccc2c(c1)ncn2C1CCCCC1,1,7,-1,i,-7,0.6,-10,-13,-3
CCn1c(C)cc(/C=C2/SC(=S)NC2=O)c1C,0,-36,0,i,-10,-0.8,-6,-6,-33
CCOc1ccc(OCC)c(S(=O)(=O)NCCOC23CC4CC(CC(C4)C2)C3)c1,-14,-6,3,i,-9,0.4,30,-1,4
Cc1ccc(-c2nc(CN(CC3CCC3)CC3CCCO3)c(C)o2)s1 (configuration not stated),-1,-5,-2,i,-1,1.0,2,-3,6
Cc1c2c(n3c(nc4ccccc43)c1C#N)N(CCN(C)C)CC2,-4,2,-8,i,8,0.7,5,-1,-22
O=C(/C=C/c1ccccc1)NC(=S)NNC(=O)c1ccco1,7,5,-2,i,1,2.1,-3,4,1
CS(=O)(=O)N1CCC(Oc2ccccc2C(=O)NC2CCOC2)CC1 (configuration not stated),-1,5,1,i,4,0.9,-4,-1,1
COc1ccc(OC)c(C2C3=C(CCCC3=O)Nc3nnnn32)c1 (configuration not stated),-3,6,-3,i,-17,0.9,-8,-2,-2
Cc1cc(C(=O)OCC(=O)Nc2ccc(F)cc2[N+](=O)[O-])c2ccccc2n1,0,-5,2,i,1,-0.1,-5,-11,6
Cc1cc(NC(=O)CN2C(=O)C3CC=CCC3C2=O)no1 (configuration not stated),-1,0,0,i,5,0.2,-10,-1,-4
CN1CCN(CC(O)COc2ccc(C(=O)O)cc2)CC1 (configuration not stated),-3,-10,3,i,5,1.1,-6,-2,10
COc1ccccc1C(CC(=O)Nc1ccc(C)c(C)c1)c1ccc(OC(C)C)cc1 (configuration not stated),-18,-10,0,i,-5,2.5,13,-1,9
Nn1c(SCC(=O)Nc2ccc3c(c2)OCO3)nncc1=O,4,3,-2,i,-7,-1.2,-6,-1,28
COc1ccccc1NC(=O)c1ccc(NS(=O)(=O)c2cccc3cccnc23)cc1,0,-9,-2,i,-1,-0.2,4,-3,-12
Cn1cc(CN2CCc3ccccc3C2)c2ccccc21,0,0,-1,i,0,0.2,-4,-2,23
CCOc1ccc(NC(=O)COC(=O)CSCC(=O)Nc2ccc(C)cc2C)cc1,5,0,0,i,-1,0.3,-4,0,-2
Cc1ccc2c(CN3CC(C)CC(C)C3)cc(=O)oc2c1 (configuration not stated),-5,6,-3,i,6,1.2,13,0,5
CCOC(=O)C1(CC)NC(c2cccc(F)c2)C2C(=O)N(CC)C(=O)C21 (configuration not stated),5,-8,0,i,-1,0.7,-9,0,7
COc1cc(-c2[nH]ncc2CN2CCN(c3cccc(C)n3)CC2)cc(OC)c1OC,-1,-6,-4,i,-3,-0.3,2,1,-2
Cc1cccc(C)c1NC(=O)NC1CCc2ccccc21 (configuration not stated),1,-6,0,i,-1,0.6,-2,-3,-3
COc1ccc(-c2nnc(Nc3ccc(OC)c(C(=O)N4CCCCC4)c3)c3ccccc23)cc1,-2,3,-2,i,-20,1.4,3,-2,5
COc1cccc(C(C#N)N2N=C(C)CC2(C)C)c1O (configuration not stated),0,-5,4,i,-3,-0.6,-7,-4,-1
COc1ccc(S(=O)(=O)NC(=O)C2(C)CCN2C(=O)Cc2cc(F)ccc2F)cc1 (configuration not stated),2,-10,-5,i,0,-1.1,-9,-5,6
CCOC(=O)C1CCN(C(=O)CC(C)c2ccccc2)CC1 (configuration not stated),2,-7,2,i,-2,1.2,-9,-8,-3

Structural class: those above with bromine (2)
Compound,MT1-MMP act inh,E coli Lon inh,Rin1-Abl PPI inh,Rpn11 block,CSN deneddyl inh,MsrA inhibitor,FAS-TE inh,bovine MsrA act,MLLE-PAM2 inh
CN(c1ccccc1C(=O)Nc1cccc(Br)c1)S(=O)(=O)c1ccccc1,0,-4,5,i,-5,0.6,18,-4,7
O=c1c2ccccc2cnn1CCOc1cccc(Br)c1,-2,-2,-2,i,-7,2.4,13,6,-8

Further entries:
Compound,MT1-MMP act inh,E coli Lon inh,Rin1-Abl PPI inh,Rpn11 block,CSN deneddyl inh,MsrA inhibitor,FAS-TE inh,bovine MsrA act,MLLE-PAM2 inh
Cc1csc(C(C)NC(=O)c2ccc(OC3CCN(CCc4ccccc4)CC3)cc2)n1 (configuration not stated),3,-5,1,i,2,-0.3,-4,-5,2
O=C(CSc1nnc(C2COc3ccccc3O2)o1)N1CCCc2ccccc21 (configuration not stated),-4,10,-3,i,0,0.4,19,0,4
COc1ccc([N+](=O)[O-])cc1NC(=O)C(C)OC(=O)c1cccnc1 (configuration not stated),-3,1,6,i,-1,2.6,21,-3,3
O=C(COC(=O)/C=C/c1ccccc1Cl)NCC1CCCO1 (configuration not stated),-2,-6,0,i,2,-0.4,-5,-3,-6
O=C(c1nn2c(C(F)(F)F)cc(-c3ccccc3)nc2c1Cl)N1CCN2CCCC2C1 (configuration not stated),1,-6,-4,i,-2,0.6,0,-2,5
CC1(C)CC(=O)C(C2C3=C(CC(C)(C)CC3=O)OC3=C2C(=O)CC(C)(C)C3)=C(O)C1,2,-9,0,i,-3,1.9,-7,-3,-5
COc1ccc(-c2n[nH]c(=S)n2-c2ccccc2C)cc1OC,-3,-23,-1,i,1,0.1,-4,4,8

From PubChem
